# MCF10A rerep – inducers of DNA re-replication in MCF 10A breast cells; MCF 10A DNA re-replication, Hoechst nuclear intensity, 48 h; 2.9% of 350,000 active; Potency, µM (series often up to 46.1 µM), inactives show top-dose activity, positive = re-replication, actives largely listed as activators; further: potency means the concentration at half of the fitted maximal effect; % of control where 0% means no effect; nearly all actives have a fitted effect of over 50% in size
# SW480 rerep – induces DNA re-replication in SW480 colon adenocarcinoma cells. 1.8% of 340,000 active. SW480 DNA re-replication, Hoechst DNA content imaging, 48 h. Potency, µM (doses to about 46.1 µM), for inactives: at the top dose re-replication activation, actives largely listed as activators. AID 624297; further: potency means the concentration at half of the fitted maximal effect; % of control where 0% means no effect; nearly all actives have a fitted effect of over 55% in size
#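 Per well, 250 cells were exposed to pinned compound for 48 hr. Nuclear DNA was visualised with Hoechst (40 min, 37 C) and total object intensity recorded by fluorescence scanning.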
# KB-3-1 cytotox – kills parental KB-3-1 adenocarcinoma cells | KB-3-1 viability, CellTiter-Glo ATP luminescence, 72 h | Potency, µM (top dose mostly 46.1 µM), inactives show at the top dose activity change, negative = cytotoxic, actives largely listed as cytotoxic | 1.4% of 400,000 active; further: potency means the concentration at half of the fitted maximal effect; on the % scale 0 is the no-effect control and ±100 the full control effect; nearly all actives have a fitted effect of over 60% in size
#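 KB-3-1 parental drug-naive adenocarcinoma cells in DMEM/10% FBS, incubated 72 h at 37 C with pin-transferred compounds across a concentration series. Viability by CellTiter-Glo luminescence; concentration-response curves fitted after normalization.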
# KB-V1 cytotox – KB-V1 MDR subline cytotoxicity. KB-V1 MDR cells viability, CellTiter-Glo, 72 h. Potency, µM (series often up to 46.1 µM), for the others: top-dose activity change, negative = cytotoxicity, actives largely listed as cytotoxic. AID 1347076. 3.4% of 400,000 active; further: potency means the concentration at half of the fitted maximal effect; on the % scale 0 is the no-effect control and ±100 the full control effect; nearly all actives have a fitted effect of over 60% in size
#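 Following 72 h at 37 degrees C with compound, KB-V1 cell viability was read by CellTiter-Glo luminescence, medium being phenol-red-free DMEM plus 10% FBS; concentration-response parameters came from normalized, curve-fitted qHTS data.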
# HT1080 IDH1KD tx – HT-1080 IDH1 knockdown cell toxicity (counter line); HT-1080 IDH1 knockdown viability, ATP luminescence, 48 h; Potency, µM (series often up to 46.1 µM), for the others: at the highest dose activity, negative = toxicity, usual class: cytotoxic; 2% of 360,000 active; AID 686971;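 further: potency means the concentration at half of the fitted maximal effect; 0% = DMSO wells and -100% = cell-free medium wells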
#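 Knockdown cells (IDH1KD HT-1080) received compounds 2 h after plating at 750 cells/well and were kept 48 h at 37 °C in 5% FBS RPMI. A CellTiter-Glo luminescence read gave % activity for curve fitting.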
# HT1080-NT tox – kills 2HG-producing HT-1080-NT fibrosarcoma cells; HT-1080-NT fibrosarcoma viability, CellTiter-Glo ATP luminescence, 48 h; Potency, µM (doses to about 46.1 µM), inactives show top-dose activity, negative = less viability, hits mostly cytotoxic; 1.6% of 360,000 active; AID 686970;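 further: NT is the 2HG producing partner of a matched IDH1 knockdown line; potency means the concentration at half of the fitted maximal effect; 0% = DMSO-treated cells and -100% = media-only wells without cells; nearly all actives have a fitted effect of over 55% in size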
#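 Viability by CellTiter-Glo luminescence after 48 h compound exposure at 37C of HT-1080-NT cells (750/well, RPMI, 5% FBS). % activity scaled between DMSO wells and medium-only wells, then curve-fitted and categorized by curve class.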
# IL1B secr inh – inflammasome signaling inhibition, IL-1 beta readout; THP-1 LPS/ATP IL-1B secretion, AlphaLISA, 16 h; stronger effect = lower value; activity change, % at 57.5 µM; 4.7% of 360,000 active; in the data active means activity change below about -50%; inconclusive means mostly about -30% to -49%; further: on the % scale 0 is the no-effect control and ±100 the full control effect
#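 Secreted IL-1B measured by AlphaLISA bead assay after 16 h compound exposure of THP-1 cells; compounds (final up to 57.5 uM) added 1 h before LPS (250 ng/mL) and ATP (1.25 mM) stimulation; lower signal means less secretion.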
# D3 ag – D3 dopamine receptor (human) agonism | D3R DiscoveRx beta-arrestin cells, luminescence, 90 min | AID 652048 | 0.58% of 410,000 active | P35462 | max activation, %; in the data active means max activation above about 30%; further: 0% is about no effect; mostly tested at two doses, the higher about 12 µM
# Target sequence (P35462 whole entry, looked up): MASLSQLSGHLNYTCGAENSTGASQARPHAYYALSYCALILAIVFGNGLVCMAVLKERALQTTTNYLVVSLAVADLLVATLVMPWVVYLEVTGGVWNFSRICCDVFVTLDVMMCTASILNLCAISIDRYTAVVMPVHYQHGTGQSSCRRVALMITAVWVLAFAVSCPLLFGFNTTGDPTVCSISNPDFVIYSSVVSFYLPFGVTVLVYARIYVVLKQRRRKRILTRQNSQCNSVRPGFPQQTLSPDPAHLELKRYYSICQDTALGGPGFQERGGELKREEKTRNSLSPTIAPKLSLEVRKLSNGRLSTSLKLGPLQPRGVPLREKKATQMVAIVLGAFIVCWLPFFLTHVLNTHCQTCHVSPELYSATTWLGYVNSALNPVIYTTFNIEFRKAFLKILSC
#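 Agonist-mode cell screen: cells plated at 1500/well and incubated overnight at 37 °C, then exposed to library compounds for 90 min at 37 °C. Detection reagent was added for 30–60 min at room temperature, and luminescence was read.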
# GLP1R cytotox – cytotoxicity counter-screen for GLP-1 receptor inverse agonists; Potency, µM (highest dose often 38.3 µM), inactives show top-dose activity change, negative = inhibition, most hits filed as inhibitors; 0.13% of 410,000 active; HEK293 cAMP-luciferase reporter cells, luminescence, 24 h;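 further: loss of luciferase light is scored as toxicity; potency means the concentration at half of the fitted maximal effect; on the % scale 0 is the no-effect control and ±100 the full control effect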
#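 Quantitative HTS format, 1536 wells, 200 cells/uL seeded. Compounds: 23 nL, 24 h, 37 °C. Detection: luciferase reagent, luminescence at 12 min RT; decreased signal taken as cytotoxic.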
# * hit, by the source's call; u = inconclusive; x = not tested or not shown; & = joins results of further samples; [ ] = dose if it differs, or a comment. Unless noted, the call rests on the fitted dose curve; in most records, active means well fitted curve in the direction sought with a large enough effect; inconclusive means small, poorly fitted or top-dose-only effect, or another doubt; inactive means no such curve, though single readings can be large; an effect the other way counts as inactive or inconclusive.
# The line under a structure holds: MCF10A rerep, SW480 rerep, KB-3-1 cytotox, KB-V1 cytotox, HT1080 IDH1KD tx, HT1080-NT tox, IL1B secr inh, D3 ag, GLP1R cytotox
> CCO[C@@H]1OC(C(=O)NCc2ccccc2)=C[C@H](C(C)(C)C)[C@H]1CCCO
  u, -79%[inhibitor], 6%, -9%, -5%, 0%, 1, 0, -12%
> CC1CCC/C(=C(\C#N)c2nc(-c3cc4ccccc4oc3=O)cs2)C1 (configuration not stated)
  16%, -2%, u, 8.2µM*, -1%, -6%, -11, 9, 9%
> O=C(Cn1c(CO)nc2ccccc21)NCCc1ccccc1
  -31%[inhibitor], 8%[1.84 µM], 2%, -3%, 0%, 12%, 17, 3, -2%
> O=C(NC1CCCC1)c1cccc2c1C(=O)c1ccc(N3CCCCC3)cc1S2(=O)=O
  1%, -1%, -26%, -15%, -7%, 3%, 12, 2, 12%
> CCOC(=O)c1cc(CC)sc1NC(=O)C1CC1
  u, -6%, 2%, 5%, u, 1%, -3, 5, -18%
> O=C1CC(N2CCN(c3cccc(C(F)(F)F)c3)CC2)C(=O)N1c1ccccc1 (configuration not stated)
  7%, -8%, -2%, 0%, 3%, 3%, 9, -4, 0%
> CC1=NN(c2ccc(C(F)(F)F)cn2)C(=O)C1
  u, u, u, -34%, u, -30%, -1, -8, -17%
> O=C(Cn1c(C(=O)OCCO)cc2ccccc21)c1ccccc1
  10%, 14%, -9%, u, -6%, -1%, 21, -5, 10%
> O=C(Cc1cccs1)Nc1ccc(-c2nnc(-c3ccco3)o2)cc1
  -5%, 3%, 21%, -7%, 17%, 9%, 1, 6, -1%
> CC(C)NC(=O)Nc1ccc2c(c1)C(=O)N([C@H](C)CO)C[C@H](C)[C@@H](CN(C)S(=O)(=O)c1cn(C)cn1)O2
  -39%[inhibitor], 12%[9.22 µM], 6%, 16%, 10%, 9%, 19, -16, -8%
> O=S(=O)(NCCc1cn2ccccc2n1)c1cccs1
  0%, -1%, 8%, 0%, 0%, 14%, -11, -2, 3%
> CCCOc1ccc(C2CC(=O)Nc3cc(OC)c(OC)cc32)cc1 (configuration not stated)
  10%[9.22 µM], -17%, -4%, -28%, -21%, -2%, 51, -9, 1%
> Cc1cc(NC(=O)C(C)(C)C)cc(-c2nc3ncccc3o2)c1O
  x, x, 0%, 16%, x, x, x, 9, 5%
> O=C(NC(=S)Nc1cccc(Cl)c1N1CCCCC1)c1ccc2c(c1)OCCO2
  4.6µM*, u, -3%, 15µM*, 4%, 11%, -6, -9, -8%
> CC(OC(=O)CCCc1c[nH]c2ccccc12)C(=O)Nc1ccc(S(N)(=O)=O)cc1 (configuration not stated)
  7%, -10%, -5%, 5%, -1%, 2%, 34, 8, 4%
> O=C(c1ccc(CS(=O)c2cccc(Cl)c2)o1)N1CCN(C2CCCCC2)CC1 (configuration not stated)
  0%, -11%, 17%, -17%, -12%, 4%, -5, -9, -19%
> O=C(COc1ccc(F)cc1Cl)Nc1ccc(S(=O)(=O)Nc2nccs2)cc1
  -2%, -3%, 25%, u, 6%, 6%, -10, 2, 7%
> COc1ccc(CCNCC(O)c2ccccc2)cc1 (configuration not stated)
  -12%, -1%, -7%, -17%, 4%, 3%, -1, -2, -2%
> CCCCC1CCC(C(=O)N2CC(=O)Nc3ccc(F)cc3C2c2ccc(F)cc2)CC1 (configuration not stated)
  x, x, -3%, -7%, x, x, x, 9, -14%
> O=C(NCc1cccc(Br)c1)c1cc(-c2ccccc2)nn1CC1CC(c2cccc([N+](=O)[O-])c2)=NO1 (configuration not stated)
  12%, -1%, -5%, -12%, 0%, 0%, 0, -4, -16%
> CCCn1c(=O)c2ccccc2n2c(SCC(=O)Nc3cc(C)on3)nnc12
  0%, -8%, 8%, -7%, 10%, 7%, -8, 4, 5%
> Cc1ccc(C(=O)Nc2nc(=O)[nH]s2)cc1
  -9%&-7%, -7%&2%, -12%&1%, -7%&15%, 0%&1%, 17%&0%, 14&-11, 0&-8, 16%&1%
> O=C(NC(c1ccccc1)c1ccc2ccccc2n1)C1CCN(Cc2ccc(Cl)c(Cl)c2)CC1 (configuration not stated)
  x, x, u, u, u, u, u, -29, 1%
> Cc1ccc(OCC(O)CN2CCN(c3ccccn3)CC2)c(C)c1 (configuration not stated)
  u, -1%, 2%, u, 6%, -5%, -2, 45*, -3%
> COc1ccc(S(=O)(=O)NCc2cccnc2)cc1
  u, 10%, 2%, -11%, 1%, -5%, 29, -7, 0%
> O=C(CN1CCN(Cc2ccccc2F)C1=O)NC1CCCC1
  -4%, 1%, 2%, 0%, -3%, -3%, 29, -11, -4%
> O=C(Nc1ccc2c(c1)OCCO2)C(c1ccc(F)cc1)N1CCCCC1 (configuration not stated)
  2%, 5%, -6%, -21%, -5%, -1%, -15, -1, 2%
> Cc1ccc(NC(=O)c2cc(-c3ccc4c(c3)OCO4)on2)cc1
  11%, -47%, -1%&5%, 28%&0%, -7%, -12%, 11, 9&5, 2%&-5%
> Cc1cccc(C)c1NC(=O)c1c(-c2ccccc2)noc1C
  -9%, -17%, 7%, u, -20%, 1%, 4, 3, u
> O=C(CNc1ccc(Br)cc1)Nc1cccc(S(=O)(=O)N2CCCC2)c1
  13%, 2%, 5%, 5%, -3%, -6%, 0, 6, -19%

# Among those listed so far, 2 have two or more sulfur atoms.
# The line under a structure holds: MCF10A rerep, SW480 rerep, KB-3-1 cytotox, KB-V1 cytotox, HT1080 IDH1KD tx, HT1080-NT tox, IL1B secr inh, D3 ag, GLP1R cytotox
> O=S(=O)(NCCc1cn2ccccc2n1)c1cccs1
  0%, -1%, 8%, 0%, 0%, 14%, -11, -2, 3%
> O=C(COc1ccc(F)cc1Cl)Nc1ccc(S(=O)(=O)Nc2nccs2)cc1
  -2%, -3%, 25%, u, 6%, 6%, -10, 2, 7%

# 4 of the compounds above, comma-delimited:
SMILES,MCF10A rerep,SW480 rerep,KB-3-1 cytotox,KB-V1 cytotox,HT1080 IDH1KD tx,HT1080-NT tox,IL1B secr inh,D3 ag,GLP1R cytotox
CC1CCC/C(=C(\C#N)c2nc(-c3cc4ccccc4oc3=O)cs2)C1 (configuration not stated),16%,-2%,u,8.2µM*,-1%,-6%,-11,9,9%
O=C(Cn1c(CO)nc2ccccc21)NCCc1ccccc1,-31%[inhibitor],8%[1.84 µM],2%,-3%,0%,12%,17,3,-2%
O=C(NC1CCCC1)c1cccc2c1C(=O)c1ccc(N3CCCCC3)cc1S2(=O)=O,1%,-1%,-26%,-15%,-7%,3%,12,2,12%
CCOC(=O)c1cc(CC)sc1NC(=O)C1CC1,u,-6%,2%,5%,u,1%,-3,5,-18%

# The list goes on:
# The line under a structure holds: MCF10A rerep, SW480 rerep, KB-3-1 cytotox, KB-V1 cytotox, HT1080 IDH1KD tx, HT1080-NT tox, IL1B secr inh, D3 ag, GLP1R cytotox
> CCCCOc1ccc(C(=O)OC2CC(C)N(C)CC2C)cc1 (configuration not stated)
  u, u, 0%, -10%, u, u, -54*, -5, 19%
> CC(C)c1nc2ccccn2c1NC1CCCCC1
  26%, 0%, -7%, 0%, 0%, -9%, -19, 0, -24%
> Cc1ccc(NC(=O)CCC(=O)N/N=C/c2cccs2)cc1C
  -1%, u, 2%, 1%, -4%, -1%, -3, -3, 5%
> CCOc1c(Cl)cc(C(=O)Nc2cccc(C(=O)O)c2)cc1Cl
  20%, -4%, 0%, 20%, 12%, 14%, 24, 0, 0%
> Cc1ccc(C(=O)Nn2cnnc2)cc1Cl
  13%, -1%, 1%, u, 1%, -6%, 6, 7, 4%
> COc1cc(OC)c(NC(=O)N2CC=C(c3c[nH]c4ccccc34)CC2)cc1Cl
  x, x, 5%, 18%, x, x, x, -20, 1%
> O=C(CC1C(=O)N(c2ccccc2)C(=O)N1CCc1cccs1)Nc1ccc(F)cc1 (configuration not stated)
  x, x, -8%, 0%, x, x, x, 1, 4%
> CCOc1ccc(NC(=O)c2c(NCc3cc(OC)c(OC)cc3OC)sc3c2CCCC3)cc1
  x, x, -14%, 13%, x, x, x, -12, -2%
> COc1ccc2c(=O)c(C(=O)O)c(-c3ccc4c(c3)OCO4)n(C)c2c1
  0%, -3%, 13%, -1%, -1%, -1%, 4, 13, -8%
> C#CCNC(=O)C[C@@H]1C[C@@]2(C(=O)OCC)CCC=C2N(Cc2cccc3ccccc23)C1=O
  x, x, -7%, u, 5%, -2%, -9, 1, 2%
> Cc1ccc2c(c1)cc1c(=O)n(Cc3ccccc3Cl)nc(C)n12
  x, x, -7%, u, x, x, x, 0, 4%
> Cc1ccc(S(=O)(=O)Nc2ccc(-c3nc4ccc(C)cc4s3)cc2)cc1
  23µM*, u, -7%, -12%, -21%, 0%, 0, -1, 23%
> COc1ccc(-c2ccc([C@H]3[C@H]4C=CC[C@@H](C)[C@@H]4C(=O)N3Cc3ccccc3)c(F)c2)cc1
  13µM*, u, -15%, 7%, u, u, -3, -34, 36%[activator]
> O=C(NC1CCN(Cc2ccccc2)CC1)c1ccc(CS(=O)c2ccc(F)cc2)o1 (configuration not stated)
  -2%, 0%, 3%, 7%, -1%, -6%, -5, -12, -9%
> CN(C)c1ccc2c3c(ccc(N(C)C)c13)C(=O)OC2
  -2%, u, u, -11%, 0%, 5%, 54, 3, -6%
> CC(=NNC(=O)COc1cccc(C)c1)c1cccnc1
  4%, -4%, 3%, 16µM*, 9%, 8%, 5, 6, -18%

# An excerpt of the results above, as a working copy:
# The line under a structure holds: MCF10A rerep, SW480 rerep, KB-3-1 cytotox, KB-V1 cytotox, HT1080 IDH1KD tx, HT1080-NT tox, IL1B secr inh, D3 ag, GLP1R cytotox
> Cc1ccc(NC(=O)CCC(=O)N/N=C/c2cccs2)cc1C
  -1%, u, 2%, 1%, -4%, -1%, -3, -3, 5%
> CCOc1c(Cl)cc(C(=O)Nc2cccc(C(=O)O)c2)cc1Cl
  20%, -4%, 0%, 20%, 12%, 14%, 24, 0, 0%
